Peg3 imprint = qHTS Assay for Compounds that Induce Erasure of Genomic Imprints; mouse ES Peg3-LacZ reporter, beta-gal luminescence, 40 h; Potency, µM (highest dose often 60.7 µM), for inactives: top-dose activity change, positive = activation, most hits filed as activators; 0.02% of 110,000 active; AID 1948, 2009;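 note: 0% = negative control wells on the plate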
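Readout: BetaGlo luminescence (5 min, room temp) for LacZ from the normally silent maternal Peg3 allele in female Peg3LacZ-Neo ES cells. Cells 300/well, 40 h, 37C, 5% CO2. Data normalized per plate to negative controls.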
IkB signaling = IkB Signaling; ABC-DLBCL IkBa-CBG/CBR dual luciferase ratio, 4 h; response scale: scaled: untreated 0%, proteasome inhibitor 100%; Potency, µM (series often up to 57.1 µM), for the others: at the highest dose IkBa stabilization activation; 0.04% of 110,000 active; AID 445, 2006; active = well fitted curve in the direction sought with a large enough effect in the signal ratio, not every such curve was filed as active; inconclusive = small, poorly fitted or top-dose-only effect, or a change in a side signal; the % refers to the signal ratio;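 note: the direction sought is a rising ratio; 0% = basal untreated cells and 100% = reference inhibitor full response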
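Luminescence ratio of IκBα-fused green versus native red beetle luciferase in OCI-Ly3 cells, 4 h post-doxycycline with compound; red signal alone, scaled from basal (0%) to zero light (-100%), flagged nonspecific or cytotoxic effects.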
p53ts 39C kill = qHTS Screen for Compounds that Selectively Target Cancer Cells with p53 Mutations: Cytotoxicity of p53ts Cells at the Nonpermissive Temperature. H1299-p53A138V viability at 39C, ATP luminescence, 24 h. Potency, µM (highest dose often 46.1 µM), for the others: at the highest dose activity change, negative = cell killing, hits mostly cytotoxic. 1.5% of 130,000 active; note: nearly all actives have a fitted effect of over 55% in size
p53ts 32C kill = qHTS Screen for Compounds that Selectively Target Cancer Cells with p53 Mutations: Cytotoxicity of p53ts Cells at the Permissive Temperature. H1299-p53A138V at 32C, ATP luminescence viability, 24 h. Potency, µM (top dose mostly 46.1 µM), for inactives: at the highest dose activity change, negative = cytotoxicity, hits mostly cytotoxic. 0.93% of 130,000 active. AID 924, 2007;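 note: 0% = DMSO and -100% = full killing by reference compound; nearly all actives have a fitted effect of over 55% in size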
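Cells: H1299 p53ts (A138V), 600/well, pre-incubated 16–30 h at 37C. Cpd up to 46 uM, 24 h, 32C. Readout: ATPlite luminescence, 20 min RT. Normalization: DMSO vs tamoxifen 100 uM. AC50 by Hill equation.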
* hit, by the source's call; ? = inconclusive; / = no result given; & = joins results of further samples; [ ] = dose if it differs, or a comment. Unless noted, calls come from the whole dose curve; as a rule, active = well fitted curve in the direction sought with a large enough effect; inconclusive = small, poorly fitted or top-dose-only effect, or another doubt; inactive = no such curve, though single readings can be large; an effect the other way counts as inactive or inconclusive. Unless noted, % is set by controls: 0 for no effect and ±100 for the full control effect; potency is the fitted concentration of half-maximal effect.

SMILES	Peg3 imprint	IkB signaling	p53ts 39C kill	p53ts 32C kill
CCOc1ccc(NC(=O)N(C(C)C)C2CCN(C(C)=O)CC2)cc1	-15%[10.9 µM]	1.3%	-11%	0%
CC(=O)Nc1cccc(-c2nnc(SCc3ccccc3C#N)n2C)c1	-3%	2.2%	6%	-6%
CC(=O)NNc1ncnc2c1cnn2-c1ccccc1	13%[10.9 µM]	?	33%[activator]	-1%
COc1ccc(Cc2nnc(NC(=O)Cc3cccs3)s2)cc1OC	2%	1.1%	5%&2%	1%&-2%
COC(=O)c1ccccc1NC(=O)CSc1nnc(CNS(=O)(=O)c2ccc(C)cc2)n1C	/	2.1%	10%	-10%
COc1cc2nc3c4ccccc4n(CC#N)c3nc2cc1OC	-10%	9.6%	3%	-2%
COc1ccc(NC(=O)Cn2nc3c(cc2=O)CCCC3)cc1Cl	8%[10.9 µM]	2.5%	-29%	6%
COc1ccc(CCNC(=O)c2ccc(Cn3c(=O)c4cccn4c4cccnc43)cc2)cc1OC	-21%[10.9 µM]	0.3%	16%	4%
COc1ccc(S(=O)(=O)Cc2ccc(C(=O)N3CCc4ccccc4C3)o2)cc1	-17%	-0.7%	2%	1%
O=S(=O)(c1ccc(F)cc1)N(Cc1nc(-c2ccc(Cl)cc2)no1)C1CCCCC1	-7%[10.9 µM]	?	-11%	-6%
Cc1csc2nc(CSc3nc4ccccc4o3)c(Br)n12	-25%	?	-16%	-10%
COc1ccccc1CNC(=O)c1cnc2sccn2c1=O	-27%	-0.7%	22%	-12%
C#CCCCO/N=C1/[C@H]2O[C@@H]2[C@@H](O)[C@H]2[C@H]1CCn1c(=O)n(Cc3cc4c(cc3Cl)OCO4)c(=O)n12	/	/	4%[9.22 µM]	2%[9.22 µM]
CCc1ccc(NC(=O)C(=O)NCCc2sc3nc(-c4ccc(OC)cc4)nn3c2C)cc1	3%[10.9 µM]	0.0%	11%	-7%
CC(C)CC(=O)Nc1nnc2n1CCS2	-1%[10.9 µM]	1.7%	-26%	4%

4 entries from above, field by field:
O=S(=O)(c1ccc(F)cc1)N(Cc1nc(-c2ccc(Cl)cc2)no1)C1CCCCC1
  Peg3 imprint: -7%[10.9 µM] | IkB signaling: ? | p53ts 39C kill: -11% | p53ts 32C kill: -6%

COc1ccc(S(=O)(=O)Cc2ccc(C(=O)N3CCc4ccccc4C3)o2)cc1
  Peg3 imprint: -17% | IkB signaling: -0.7% | p53ts 39C kill: 2% | p53ts 32C kill: 1%

CC(C)CC(=O)Nc1nnc2n1CCS2
  Peg3 imprint: -1%[10.9 µM] | IkB signaling: 1.7% | p53ts 39C kill: -26% | p53ts 32C kill: 4%

COc1ccc(Cc2nnc(NC(=O)Cc3cccs3)s2)cc1OC
  Peg3 imprint: 2% | IkB signaling: 1.1% | p53ts 39C kill: 5%&2% | p53ts 32C kill: 1%&-2%

The list goes on:
SMILES	Peg3 imprint	IkB signaling	p53ts 39C kill	p53ts 32C kill
CCN(CC)c1ccc2c(C)c(CN3CCOCC3)c(=O)oc2c1	/	4.9%	5%	-11%
CC1CCCC(C)N1C(=O)Cn1c(SCC(=O)NCc2ccc3c(c2)OCO3)nc2ccccc21 (stereo not drawn)	-17%	2.0%	-6%	2%
CCOC(=O)c1cc(=O)n2nc(-c3ccccc3F)nc2s1	-25%	2.0%	-5%	-4%
c1ccc(N2CCN(Cc3cccn3-c3nnc(N4CCN(C5CCCCC5)CC4)s3)CC2)cc1	13%[10.9 µM]	?	-6%	0%
CCCN1C(=O)c2ccc(C(=O)NCc3ccco3)cc2C1=O	9%	-1.3%	11%	2%
CCOC(=O)c1nnn(-c2nc(N3CCCC3)nc(N3CCCC3)n2)c1-c1ccccc1	-10%	1.7%	6%	8%
CCCc1cc(=O)n2[nH]c(NCc3ccccc3F)nc2n1	-6%	2.0%	9%	3%
CCN(c1ccccc1)S(=O)(=O)c1ccc2[nH]cc(C(=O)NCCOC)c(=O)c2c1	-20%	0.6%	-5%	-6%
CCOC(=O)CSc1nc2sc(C)c(C)c2c(=O)[nH]1	-15%	-5.2%	-6%	11%
O=C(OCC(=O)N1CCOCC1)c1ccc[nH]c1=O	-2%	-0.8%	-3%	0%
O=C1c2ccccc2C2NC(=O)C3(CCCCC3)N12 (stereo not drawn)	-2%	-0.5%	16%	12%
COc1ccc(OC)c(NC(=O)c2cc(=O)c3c(C)cc(C)cc3o2)c1	-12%[10.9 µM]	-1.4%	-11%	8%
Cc1ccsc1C(=O)OCC(=O)NCC1CCCO1 (stereo not drawn)	-6%	-0.7%	9%	3%
Clc1cccc(Cl)c1Cn1cnc2c(N3CCCCCC3)ncnc21	-14%	0.3%	5%	-9%
O=C(NCc1ccco1)c1ccccc1NS(=O)(=O)c1cccs1	-12%	7.2%	10%	3%

Overlap with the part before: 4 entries; new compounds follow.
SMILES	Peg3 imprint	IkB signaling	p53ts 39C kill	p53ts 32C kill
COc1ccc(OC)c(NC(=O)c2cc(=O)c3c(C)cc(C)cc3o2)c1	-12%[10.9 µM]	-1.4%	-11%	8%
Cc1ccsc1C(=O)OCC(=O)NCC1CCCO1 (stereo not drawn)	-6%	-0.7%	9%	3%
Clc1cccc(Cl)c1Cn1cnc2c(N3CCCCCC3)ncnc21	-14%	0.3%	5%	-9%
O=C(NCc1ccco1)c1ccccc1NS(=O)(=O)c1cccs1	-12%	7.2%	10%	3%
Cc1ccc(NC(=O)C2CCCN2S(=O)(=O)c2cccc3cccnc23)cc1 (stereo not drawn)	-7%[10.9 µM]	-3.0%	-4%	2%
CC/C=C\C[C@H]1C(=O)CC[C@@H]1CC(=O)O	-9%	0.0%[11.4 µM]	0%	4%
CSc1nc(Nc2ccc(F)cc2)cc(-c2ccccc2)n1	6%[10.9 µM]	?	13µM*	?
O=C(CCC1CCCC1)Nc1ccon1	-7%	-1.1%	14%	-6%
O=C1CC(N2CCN(Cc3ccc4c(c3)OCO4)CC2)C(=O)N1CCc1ccccc1 (stereo not drawn)	-9%	2.3%	10%	-5%
Cc1ccc(Cn2c(SCc3ccc(C(=O)NC4CCCCC4)cc3)nc3ccncc32)cc1	-17%[10.9 µM]	?	-18%	-10%
Cc1ccc(NC(=O)CCCn2nc(C)c3c(C)n(-c4ccccc4)nc3c2=O)cc1Cl	20%[10.9 µM]	0.8%	40%[activator]	-3%
CC(=O)OC(C(=O)NCc1ccco1)c1ccncc1 (stereo not drawn)	1%	0.4%	7%	8%
Cc1ccc(C)c(NC(=O)CSc2nnc([C@@H]3CCCN3C(=O)OC(C)(C)C)o2)c1	-4%	1.6%	6%	7%
CCN1CCN(C(=O)c2ccc3c(=O)n(CCC4=CCCCC4)c(=O)[nH]c3c2)CC1	-3%	-2.5%	-2%	0%
CC(C)NC(=O)CCCc1cn(C)c2ccccc12	0%	10.0%	3%	4%
Cc1cccc(Nc2nc(N)nc(CN3CCN(c4ccccc4F)CC3)n2)c1	-17%	-0.2%	-10%	-4%
OCCCc1nc2ccccc2n1CCCCOc1ccccc1	-18%[10.9 µM]	-1.5%	-13%	-21%
Cc1ccc(S(=O)(=O)c2nc(-c3cccs3)oc2SCC(N)=O)cc1	-7%	-4.6%	-10%	-1%
COC(=O)c1cccc(C23CC4(C2)[C@H](CN(Cc2cccnc2)[C@@H]4c2ccccc2)C3c2ccc(C(F)(F)F)cc2)c1 (stereo partly drawn)	-8%	/	23%	11%
COc1ccc(C2c3c(oc4ccccc4c3=O)C(=O)N2c2ccc(C)cn2)cc1OC (stereo not drawn)	-6%	-1.0%	2%	10%
CC1Cc2ccccc2N1C(=O)CSc1nnc(-c2ccc(S(=O)(=O)N3CCCCC3)cc2)o1 (stereo not drawn)	-8%	0.8%	-9%	-3%
CCn1c(=O)c2cc(C(=O)N(CCN(C)C)Cc3ccccc3)sc2c2ccccc21	-13%[10.9 µM]	?	3%	-5%
CCC1CCCCN1CCCNC(=O)c1cn(CC(C)C)c(=O)c2cc(OC)c(OC)cc12 (stereo not drawn)	0%	-0.1%	-4%	10%
COc1ccc(CNS(=O)(=O)c2ccc3c(c2)C(C)(C)C(=O)N3C)cc1OC	-3%[10.9 µM]	1.6%	-11%	2%
COC(=O)CN1CCN(C(c2ccccc2)c2ccccc2)CC1	-30%[inhibitor]	3.7%	14%	1%
Nc1nc2c(nc(Br)n2C2CC(O)C(CO)O2)c(=O)[nH]1 (stereo not drawn)	3%	/	-2%	-4%
Cc1cccc(N(CC(=O)NC2CCCC2)C(=O)CS(=O)CC(=O)Nc2ccc3c(c2)OCO3)c1 (stereo not drawn)	-2%	-0.4%	6%	10%
CCOCCCNC(=O)c1ccc2c(=O)n(CCc3ccccc3)c(=O)[nH]c2c1	-2%[10.9 µM]	-2.8%	-1%	?
Cc1ccc(S(=O)(=O)Nc2ccc(-c3ccc(N4CCCCCC4)nn3)cc2)cc1C	-11%[10.9 µM]	0.4%	-18%	-2%
CC(=O)c1cccc(NC(=O)CN(c2ccccc2)S(C)(=O)=O)c1	3%	0.8%	-2%	-3%
CCOC(=O)C1(C)C=C(Nc2ccc(Br)cc2)C(=O)N1c1ccccc1 (stereo not drawn)	-7%[10.9 µM]	?	?	3%
Cn1c(C(=O)N2CCC(C(=O)N3CCOCC3)CC2)cc2sccc21	-2%	0.9%	4%	-7%
O=C(O)c1nn(-c2ccc(Cl)cc2)ccc1=O	1%	1.8%	-1%	-10%
Cc1nc2ccc(C(=O)N3CCN(c4ccccc4)CC3)cc2s1	/	/	9%	-2%
Cc1cccc(C(=O)Nc2ccc(N3CCC(CCN4CCOCC4)CC3)c(C(=O)O)c2)c1	6%[10.9 µM]	-2.2%	-10%	2%
Cc1ccc(C)c(N2CCN(C(=O)C3CCN(c4nc(C)cc(C)n4)CC3)CC2)c1	-14%	?	-15%	3%
O=C(Nc1cccc(-c2nc3ccccc3[nH]2)c1)c1ccco1	-30%	0.8%	-6%	11%
COc1ccc(NC(=O)c2c(NCc3sccc3C)sc3c2CCCC3)c(OC)c1	-9%[10.9 µM]	?	5%	6%
Cc1occc1C(=O)NN=C1C2CC3CC(C2)CC1C3	/	/	-13%	-34%
CCN(CCNC(=O)CC1Oc2ccccc2NC1=O)c1ccccc1 (stereo not drawn)	-8%	2.8%	5%	1%
COc1ncc2nc(C)c(=O)n(Cc3ccc(F)cc3)c2n1	-11%	1.5%[11.4 µM]	-1%	-3%
O=C(CSc1nnc(-c2ccncc2)n1Cc1ccco1)N1c2ccccc2Sc2ccc(Cl)cc21	/	/	10%	-8%
COC(=O)CSc1nnc(-c2ccco2)n1Cc1ccco1	-5%	0.8%	-6%	1%
O=C(Nc1ccc(F)cc1F)C1CCN(C(=O)c2cnn(-c3ccccc3)c2-n2cccc2)CC1	-5%[10.9 µM]	?	-26%	-2%
O=C(CC(=O)c1ccccc1)Nc1ccc2c(c1)OCCO2	-59%[inhibitor]	?	?	?
Cc1cc(C)n(-c2nc3c(c(=O)[nH]c(=O)n3C)n2Cc2ccccc2)n1	-1%	0.4%	-14%	3%
O=C(CSc1nccn1Cc1ccccc1)NC1CCCC1	-4%[10.9 µM]	-1.7%	-2%	2%
Cc1nn(C)c(C)c1S(=O)(=O)N(CC(=O)NCCc1ccc(Cl)cc1)c1ccc(C(C)C)cc1	-12%[10.9 µM]	?	-7%	7%
Nc1c(C(=O)Nc2ccc(Cl)c(C(F)(F)F)c2)sc2nc(-c3ccncc3)ccc12	-7%[10.9 µM]	4.8%	40%[activator]	?
COc1ccccc1N1CCN(C(=O)c2ccncc2)CC1	3%	-1.8%	-4%	-8%
O=C(c1cccn2c(=O)c3cc(Cl)ccc3nc12)N1CCN(c2ccccc2F)CC1	14%[10.9 µM]	?	-16%	3%
O=C(Nc1ccc2c(c1)OCCO2)c1cncc(Br)c1	-63%[inhibitor]	13%	10µM*	10µM*
CCOc1ccc(NC(=O)CN2C(=O)C(c3ccc(Cl)cc3)=NC2(C)C)cc1	5%[10.9 µM]	1.6%	-18%	4%
COc1ccc(NC(=O)CN(c2ccc(C)cc2)S(=O)(=O)c2cccs2)cc1OC	-2%[10.9 µM]	-2.3%	7%	3%
O=C(C1CCN(S(=O)(=O)N2CCC3(CC2)OCCO3)CC1)N1CCc2ccccc2C1	-7%	0.5%	2%	-5%
COC(=O)c1cc(=O)nc2sccn12	13%	0.6%	-7%	-3%

Screening results (PubChem)
